KCNH2 3.1 block = inhibitors of human KCNH2 3.1 potassium channel isoform; U2OS KCNH2 3.1, thallium flux FluxOr; active compounds read low; 340,000 tested, 0.95% active; AID 720553; activity change, % (tested at about 1.8 µM);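 active = maximum activity change below -70%; inconclusive = maximum activity change from -70% to -50%; inactive = maximum activity change above -50%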;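 also: thallium influx rate constant from kinetic fluorescence after stimulation buffer; % is scaled to controls: 0 for no effect and ±100 for the full control effect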
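We transduce U2OS cells with the mutant 3.1 virus, culture them overnight, load FluxOr with Red40 quencher for 45 min, then add stimulation buffer and read kinetically for 2 min to derive a normalized rate constant.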
FBPA coupling cs = counter-screen for Giardia aldolase inhibitors: coupling enzyme system. activity change, negative = inhibition, % at 58.2 µM, hits read low. AID 2472. coupling enzyme system counterscreen, AmpLite Red fluorescence. 290,000 tested, 0.67% active; in the data active = activity change below about -30%; also: % is scaled to controls: 0 for no effect and ±100 for the full control effect
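Counterscreen lacking aldolase: glyceraldehyde-3-phosphate coupling-enzyme reagent preincubated 10 min at RT with compound (at 57.5 uM final), then substrate/coupling system with AmpLite Red added; fluorescence read at 525/598 nm after 20 min RT.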
CXXC DNA block = inhibitors of human MLL CXXC domain-DNA interaction; Q03164; MLL-CXXC / FITC-HOXA9 DNA fluorescence polarization; Potency, µM (series often up to 115 µM), for inactives: at the top dose activity change, negative = inhibition, actives largely listed as inhibitors; 290,000 tested, 0.037% active; active = well fitted inhibition curve with a large enough effect in the polarisation, with a control signal flat, not every such curve was filed as active; inconclusive = small, poorly fitted or top-dose-only effect, or effect the other way, or a change in a side signal; inactive = no such curve, though single readings can be large or run the other way; the % refers to the polarisation; also: potency is read from the fitted curve at half-maximal effect
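Fluorescence polarization: 7 uM MLL-CXXC (stock) preincubated 5 min with compounds, then 50 nM fluorescein-HOX-A9 DNA (stock) added; 30 min ambient. Buffer 50 mM Tris-HCl pH 7.5, 50 mM NaCl, 1 mM DTT, 0.05% BSA.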
a7 integrin act = activates integrin-mediated alleviation for muscular dystrophy; Potency, µM (doses to about 38.3 µM), for the others: at the highest dose activation, usual class: activators; 350,000 tested, 0.064% active; alpha7betagal myoblasts, beta-gal FDG fluorescence, 48 h; AID 624291;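 also: potency is read from the fitted curve at half-maximal effect; 100% = response of the positive control SU9516; nearly all actives have a fitted effect of over 60% in size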
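alpha7betagal+/- myoblasts (passage 13, 250/well) treated 48 h at 37C with compounds at 1:260 dilution of DMSO stock. Lysed, then beta-galactosidase activity read as FDG fluorescence (ex 480/em 540) after 30 min, with pre-read for autofluorescence.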
TRPV1 ag = agonists of human vanilloid receptor 1 (TRPV1). Q8NER1. 320,000 tested, 0.19% active. TRPV1-expressing cells, Fluo-8 calcium influx, agonist mode. activation, % at 8.33 µM. AID 540275; in the data active = activation above about 80%; inconclusive = between about 30% and that limit; also: 0% is about no effect
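Fluo-8 calcium influx in TRPV1-expressing cells, kinetic read (ex 480/em 520 nm). Compound added and read 3 min for agonist activity, followed by capsaicin at EC20 final and 2 min further read for enhancement.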
MBNL1 CUG block = inhibitors of human MBNL1 binding to CUG repeat RNA. TR-FRET MBNL1-His/biotin-(CUG)12 binding, 665/545 ratio. 280,000 tested, 0.036% active. AID 2675. Potency, µM (highest dose often 57.5 µM), inactives show at the top dose activity change, negative = inhibition, most hits filed as inhibitors; active = well fitted inhibition curve with a large enough effect in the signal ratio, with a control signal flat, not every such curve was filed as active; inconclusive = small, poorly fitted or top-dose-only effect, or effect the other way, or a change in a side signal; inactive = no such curve, though single readings can be large or run the other way; the % refers to the signal ratio; also: potency is read from the fitted curve at half-maximal effect; % is scaled to controls: 0 for no effect and ±100 for the full control effect
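TR-FRET readout: Ex 340 nm, 665/545 nm emission ratio, normalized to buffer-only (basal) and MBNL1-(CUG)12 controls. Complex of MBNL1-His with Biotin-(CUG)12, compounds 92 nM–58 uM, incubated 60 min at room temperature.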
GALK inhibitor = inhibitors of human galactokinase | 270,000 tested, 0.007% active | Potency, µM (titrated, usually from 57.5 µM), for inactives: top-dose activity change, negative = inhibition, most hits filed as inhibitors | AID 1868 | Purified GALK, Kinase-Glo residual ATP luminescence; also: potency is read from the fitted curve at half-maximal effect; % is scaled to controls: 0 for no effect and ±100 for the full control effect
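Kinase-Glo Plus luminescence measured ATP left after a 1 h room-temperature reaction. The reaction used 5 nM GALK, 100 uM galactose and 35 uM ATP at pH 8.0 (20 mM HEPES, 5 mM MgCl2, 60 mM NaCl, 1 mM DTT, 0.01% BSA).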
S-ASM inh = inhibitors of human secretory acid sphingomyelinase; P17405; placental ASM, HMU-PC fluorogenic substrate, 60 min; Potency, µM (titrated, usually from 57.5 µM), inactives show at the top dose activity change, negative = inhibition, usual class: inhibitors; 340,000 tested, 0.006% active; AID 504937; also: potency is read from the fitted curve at half-maximal effect
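Fluorescence read-out (Ex 386 nm, Em 447 nm) after stopping the reaction at pH 10. Enzyme: ASM from human placenta; substrate HMU-PC0, 9 uM final; 60 min, 37 °C. Compound preincubation 10 min, ambient temperature.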
hERG WT inh = inhibitors of human wildtype KCNH2 potassium channel | AID 720551 | 340,000 tested, 0.37% active | Q12809 | U2OS, BacMam KCNH2, thallium flux FluxOr; active compounds read low | activity change, % at 1.84 µM;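 active = maximum activity change below -70%; inconclusive = maximum activity change between -70% and -50%; inactive = maximum activity change above -50%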; also: % is scaled to controls: 0 for no effect and ±100 for the full control effect
Target sequence (Q12809 whole entry, looked up): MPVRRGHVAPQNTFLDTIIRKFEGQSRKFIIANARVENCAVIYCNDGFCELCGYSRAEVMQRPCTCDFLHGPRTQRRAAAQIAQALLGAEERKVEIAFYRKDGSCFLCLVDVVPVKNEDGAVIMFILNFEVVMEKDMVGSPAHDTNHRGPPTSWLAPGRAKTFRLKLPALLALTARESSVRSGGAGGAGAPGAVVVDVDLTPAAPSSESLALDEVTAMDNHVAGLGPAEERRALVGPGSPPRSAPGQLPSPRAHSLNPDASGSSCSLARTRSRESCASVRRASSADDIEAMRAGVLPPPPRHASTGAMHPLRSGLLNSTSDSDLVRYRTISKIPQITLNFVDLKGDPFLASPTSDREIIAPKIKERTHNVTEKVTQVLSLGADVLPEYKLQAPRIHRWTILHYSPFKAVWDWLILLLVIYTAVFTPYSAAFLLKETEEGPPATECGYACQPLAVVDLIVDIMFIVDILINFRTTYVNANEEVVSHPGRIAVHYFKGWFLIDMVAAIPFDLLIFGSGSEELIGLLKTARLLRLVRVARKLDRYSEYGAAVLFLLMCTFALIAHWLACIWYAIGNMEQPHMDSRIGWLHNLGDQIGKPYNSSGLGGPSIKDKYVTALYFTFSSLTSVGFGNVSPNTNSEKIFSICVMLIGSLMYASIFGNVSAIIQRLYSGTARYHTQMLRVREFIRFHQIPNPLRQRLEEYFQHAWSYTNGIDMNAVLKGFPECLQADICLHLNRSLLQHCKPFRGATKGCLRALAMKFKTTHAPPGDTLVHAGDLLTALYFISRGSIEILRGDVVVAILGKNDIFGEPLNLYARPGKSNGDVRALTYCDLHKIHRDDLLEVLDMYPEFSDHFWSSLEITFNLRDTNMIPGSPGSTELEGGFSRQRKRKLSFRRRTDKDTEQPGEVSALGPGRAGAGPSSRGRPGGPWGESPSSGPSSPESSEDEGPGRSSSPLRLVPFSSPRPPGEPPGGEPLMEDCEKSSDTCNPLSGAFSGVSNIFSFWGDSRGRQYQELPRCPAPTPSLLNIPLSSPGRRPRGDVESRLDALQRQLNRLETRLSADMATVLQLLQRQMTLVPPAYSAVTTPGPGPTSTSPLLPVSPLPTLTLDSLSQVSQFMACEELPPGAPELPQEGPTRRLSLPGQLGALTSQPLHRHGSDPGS
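U2OS cells transduced with wild-type KCNH2 virus are loaded with FluxOr dye for 45 min, and thallium flux is measured in kinetic reads before and after stimulation buffer. Rate constants are normalized to DMSO controls.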
A-T KAP1 phos = potential ataxia-telangiectasia treatment | Potency, µM (highest dose often 57.5 µM), inactives show at the highest dose activation, hits mostly activators | 320,000 tested, 0.19% active | […] A-T fibroblasts, KAP-1 phosphorylation AlphaLISA; neocarzinostatin DNA damage 30 min before lysis | AID 485349; also: potency is read from the fitted curve at half-maximal effect; % of control where 0% means no effect; nearly all actives have a fitted effect of over 45% in size
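hTERT-immortalized A-T patient fibroblasts ([…]), 500 cells/well in OPTI-MEM, 1% FBS, got compounds for 60 min, then NCS for 30 min at 37C. Lysates were then assayed for phospho-KAP-1 by AlphaLISA (anti-pKAP1 donor, anti-KAP1 acceptor beads), 6 hr at 25C.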
The depositor's hits bear a star; i = inactive; ? = inconclusive; / = no result given; & = joins results of further samples; [ ] = another dose, or the depositor's remark. Unless noted, calls follow the shape of the dose curve; as a rule, active = well fitted curve in the direction sought with a large enough effect; inconclusive = small, poorly fitted or top-dose-only effect, or another doubt; inactive = no such curve, though single readings can be large; an effect the other way counts as inactive or inconclusive.

SMILES	KCNH2 3.1 block	FBPA coupling cs	CXXC DNA block	a7 integrin act	TRPV1 ag	MBNL1 CUG block	GALK inhibitor	S-ASM inh	hERG WT inh	A-T KAP1 phos
Cc1ccc(C)c(NS(=O)(=O)c2cc(C(=O)NCc3ccco3)ccc2C)c1	2	5	-4%	9%	0	-4%	-7%	-9%	-15	0%
Cc1ccc(N(CC(=O)Nc2ccc(C)cn2)S(=O)(=O)c2c(C)nn(C)c2C)cc1	-18	-1	10%	3%	-2	-7%	-2%	-1%	2	6%
N/C(=N\OC(=O)Cc1ccccc1)c1cccnc1	-4	-1	1%	11%	-3	-9%	-2%	-3%	9	6%
CCNc1c([N+](=O)[O-])c(=O)oc2ccccc12	-2	1	-3%	-23%	-1	?	0%	-2%	-6	-2%[11.5 µM]
Cc1cc(Cl)cc(Cl)c1OCC(=O)NCc1ccco1	9	-4	3%	-19%	-3	-8%	2%	-2%	3	?
Cc1cc(C)n(-c2nc(NCCCN(C)C)c3c4c(sc3n2)CCCC4)n1	0	1	16%	-79%[inhibitor]	17	-4%	-2%	1%	3	?
CN1CCCN(Cc2nc(-c3cccc(C(F)(F)F)c3)no2)CC1	-6	0	-3%	-55%[inhibitor]	-2	-2%	4%	-2%	23	-3%
Nc1nc(N)nc(-c2cc(Cl)ccc2Cl)n1	1	1	0%	/	/	/	/	5%	0	/
COc1ccc(CCN(C)C2CCCN(S(=O)(=O)N(C)C)C2)cc1OC (configuration not stated)	-7	/	/	-28%	/	/	/	1%	-9	/
CN(C)c1ccc(N=Nc2ccc(C(=O)O)cc2)cc1	18	0	10%	2%	-5	?	/	-4%	-8	1%
CC(=O)C1=C(c2ccccc2)OC(N)=C(C#N)C1c1ccccc1C (configuration not stated)	-19	-13	12%	-26%	8	-1%	0%	2%	-13	3%
Cc1ccc(C)c(NC(=S)NC(NC(=O)N(C)C)C(Cl)(Cl)Cl)c1 (configuration not stated)	5	0	5%	5%	0	-6%	0%	0%	1	8%
CCc1c(C)c2cc(Cl)c(O)c(CN(C)C)c2oc1=O	-88*	0	2%	18%	0	44%[activator]	-1%	i	-7	24%
CC(C)N1CC(COc2ccc(Br)cc2)OC1=O (configuration not stated)	16	2	3%	-31%	10	-6%	1%	-1%	11	-11%
COC[C@@H]1NS(=O)(=O)c2ccc(Br)cc2O[C@H]1c1ccccc1	1	/	/	13%	/	/	/	0%	3	/
O=C(COc1ccc(F)cc1Cl)Nc1ccc(N2CCOCC2)cc1N1CCOCC1	8	/	/	-4%	?	/	/	-5%	0	-3%
CC(=O)c1sc2nsc(SCCN3CCCC3)c2c1N	-32	0	?	-22%	0	?	-1%	-3%	-6	-13%
Cc1ccccc1C(=O)NNC(=O)CSc1nnc(C)n1-c1ccccc1	15	4	3%	15%	5	-3%	/	-3%	-1	0%
Cc1ccccc1OCCNc1ccc(C(F)(F)F)cc1[N+](=O)[O-]	4	-1	-4%	-17%	6	0%	-2%	-15%	4	-3%
CCOC(=O)[C@@H]1[C@H]2COc3cc(OC)ccc3[C@H]2N2C(=O)N(c3cccc(F)c3)C(=O)[C@@]12C	-2	/	/	15%	/	/	/	-10%	13	7%
O=C(c1cc(F)ccc1F)C1CCCN(C(=O)CCc2cnccn2)C1 (configuration not stated)	5	1	-2%	-17%	1	-6%	4%	-1%	-11	1%
CCOc1ccc(C(=O)N2CCC3(CC2)NCCc2[nH]cnc23)cc1	-89*	/	-13%	-1%	0	-7%	-4%	6%	-14	3%
Cc1nn(-c2ccccc2)c(NC(=O)c2cccs2)c(-c2ccccc2Cl)c1=O	5	7	37%[activator]	-3%	-4	7%	-4%	15%	4	7%
O=C(CN1CCOCC1)Nc1c(Cl)cc(Cl)cc1Cl	-16	-1	7%	-9%	-1	-2%	0%	-2%	7	8%
COc1ccnc(N=CNOCc2cccc(Cl)c2Cl)c1C#N	10	5	27%	19%	3	-2%	0%	-7%	-34	3%
O=C(c1ccccc1Cl)N(Cc1ccc(Cl)c(Cl)c1)N1C(=O)CCCC1=O	5	-17	2%	-23%	?	8%	4%	3%	9	0%
CCCCN1C(=N)N([C@@H](CN2CCC[C@H]2CN2C(N)=NC[C@@H]2Cc2ccccc2)C(C)C)C[C@H]1Cc1ccccc1	6	/	/	18%	/	/	/	9%	-5	7%
O=C(Nc1ccccc1Cl)C1C2CCC3C(CCC21)C3(Cl)Cl (configuration not stated)	1	0	-3%	32%	6	?	-2%	6%	-1	10%
COc1ccc(S(=O)(=O)Nc2cccc(S(=O)(=O)N(C)C)c2)cc1[N+](=O)[O-]	13	/	/	1%	/	/	/	-2%	-4	/
Cc1ccc(-c2cn(-c3ccccc3)c3[n+]2CCCS3)cc1	-1&-9	2&-1	17%&7%	?	-6&1	-4%	4%	-1%&0%	0&0	-2%

2 entries from above, set out differently.
Values run as follows: KCNH2 3.1 block	FBPA coupling cs	CXXC DNA block	a7 integrin act	TRPV1 ag	MBNL1 CUG block	GALK inhibitor	S-ASM inh	hERG WT inh	A-T KAP1 phos
- O=C(CN1CCOCC1)Nc1c(Cl)cc(Cl)cc1Cl
 : -16	-1	7%	-9%	-1	-2%	0%	-2%	7	8%
- CCCCN1C(=N)N([C@@H](CN2CCC[C@H]2CN2C(N)=NC[C@@H]2Cc2ccccc2)C(C)C)C[C@H]1Cc1ccccc1
 : 6	/	/	18%	/	/	/	9%	-5	7%

In the list so far, these contain bromine.
SMILES	KCNH2 3.1 block	FBPA coupling cs	CXXC DNA block	a7 integrin act	TRPV1 ag	MBNL1 CUG block	GALK inhibitor	S-ASM inh	hERG WT inh	A-T KAP1 phos
CC(C)N1CC(COc2ccc(Br)cc2)OC1=O (configuration not stated)	16	2	3%	-31%	10	-6%	1%	-1%	11	-11%
COC[C@@H]1NS(=O)(=O)c2ccc(Br)cc2O[C@H]1c1ccccc1	1	/	/	13%	/	/	/	0%	3	/

(list continues)
SMILES	KCNH2 3.1 block	FBPA coupling cs	CXXC DNA block	a7 integrin act	TRPV1 ag	MBNL1 CUG block	GALK inhibitor	S-ASM inh	hERG WT inh	A-T KAP1 phos
O=S1(=O)CC2N=C(N(Cc3c(F)cccc3Cl)c3ccccc3F)SC2C1 (configuration not stated)	5	1	-6%	0%	15	-10%	-3%	5%	3	-11%
COc1ccc(C(=O)n2cnc3ccccc32)cc1	0	2	110%[activator]	-38%	1	-4%	1%	-2%	3	5%
COc1ccc(CN2CCN(C(=O)CCC(=O)Nc3nnc(C(F)(F)F)s3)CC2)cc1F	7	12	-2%	?	18	-5%	2%	-2%	3	-6%
COc1ccccc1C(=O)Nc1ccnn1C1CCN(Cc2cnn(C)c2)CC1	-32	/	-6%	17%	-4	-3%	4%	4%	24	3%
Cc1cc(OC(=O)c2ccccc2C)c([N+](=O)[O-])c(=O)[nH]1	30	/	1%	0%	3	-2%	-4%	3%	-9	-2%
COc1ccc(C(=O)C2CCCN(C(=O)/C=C/c3ccccn3)C2)c(C)c1 (configuration not stated)	5	5	-6%	-4%	12	6%	10%	1%	2	1%
COc1cc(OC)c(N2CC(C(=O)Nc3cc(Cl)ccc3N3CCOCC3)CC2=O)cc1Cl (configuration not stated)	2	/	/	8%	1	/	/	-2%	35	-1%
COc1ccc(Cc2nc3ccc(S(=O)(=O)N4CCOCC4)cc3[nH]2)cc1	6	/	-7%	-20%	27	-20%	-2%	-2%	-22	?

In the list so far, these contain a thiophene ring, fused or not:
SMILES	KCNH2 3.1 block	FBPA coupling cs	CXXC DNA block	a7 integrin act	TRPV1 ag	MBNL1 CUG block	GALK inhibitor	S-ASM inh	hERG WT inh	A-T KAP1 phos
Cc1cc(C)n(-c2nc(NCCCN(C)C)c3c4c(sc3n2)CCCC4)n1	0	1	16%	-79%[inhibitor]	17	-4%	-2%	1%	3	?
CC(=O)c1sc2nsc(SCCN3CCCC3)c2c1N	-32	0	?	-22%	0	?	-1%	-3%	-6	-13%
Cc1nn(-c2ccccc2)c(NC(=O)c2cccs2)c(-c2ccccc2Cl)c1=O	5	7	37%[activator]	-3%	-4	7%	-4%	15%	4	7%

Assay outcomes: PubChem BioAssay, National Center for Advancing Translational Sciences (NCATS)
